# esBAF inh: inhibitors of esBAF chromatin remodeling in mouse ES cells | Bmi1-luciferase knock-in reporter, 24 h; 100% = twice the neutral-well signal | reporter increase, % at 12.5 µM | 350,000 tested, 2% active; in the data active means activation above about 40%;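 further: 0% = median of the plate's neutral control wells and 100% = double that signal; a rise in the Bmi1 reporter signal indicates esBAF inhibition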
# RAD54 branch: inhibitors of human RAD54 branch migration | RAD54 Holliday junction branch migration, FAM/BHQ fluorescence | inhibition, % at 10.4 µM | 360,000 tested, 0.14% active;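 active means mean normalized replicate activity at least 40 and at least half of replicates scoring 40 or more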;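 further: 0% = median of neutral control wells and 100% = median of positive control wells; inhibitors cause a drop in the FAM fluorescence signal; in these data hits start at about 50%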
# Target sequence (Q92698 whole entry, looked up): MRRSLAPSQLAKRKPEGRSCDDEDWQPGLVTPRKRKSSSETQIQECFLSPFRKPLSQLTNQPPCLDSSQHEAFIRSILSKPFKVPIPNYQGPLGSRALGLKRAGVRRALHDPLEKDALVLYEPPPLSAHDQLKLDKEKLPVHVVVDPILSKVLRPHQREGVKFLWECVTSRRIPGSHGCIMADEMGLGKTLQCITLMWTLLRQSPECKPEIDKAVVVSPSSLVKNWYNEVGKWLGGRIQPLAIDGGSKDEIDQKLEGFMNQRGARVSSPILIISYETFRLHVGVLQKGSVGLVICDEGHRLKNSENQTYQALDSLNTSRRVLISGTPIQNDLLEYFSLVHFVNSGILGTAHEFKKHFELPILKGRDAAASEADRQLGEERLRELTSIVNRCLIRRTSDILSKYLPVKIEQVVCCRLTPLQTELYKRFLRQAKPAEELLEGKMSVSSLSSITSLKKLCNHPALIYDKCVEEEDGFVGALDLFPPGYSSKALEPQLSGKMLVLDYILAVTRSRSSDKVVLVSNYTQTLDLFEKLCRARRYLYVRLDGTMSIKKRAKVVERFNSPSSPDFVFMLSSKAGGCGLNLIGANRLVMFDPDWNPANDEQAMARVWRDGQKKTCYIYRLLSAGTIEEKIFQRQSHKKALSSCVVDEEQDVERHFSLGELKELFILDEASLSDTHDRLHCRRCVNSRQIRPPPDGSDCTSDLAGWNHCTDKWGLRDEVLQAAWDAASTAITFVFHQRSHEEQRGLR
# Numbers without * were called inactive. Not all compounds are listed; rates above refer to the full screens.
Compound	esBAF inh	RAD54 branch
COCCCN1C(=O)C(O)=C(C(=O)c2ccco2)C1c1ccc(Br)cc1 (centres undefined)	-8	-9
O=C(COC(=O)c1cccnc1Nc1ccccc1F)NCc1ccc2c(c1)OCO2	-3	4
O=C(CN1C(=O)c2cccc3cccc1c23)N1CCc2ccccc2C1	0	-2
O=C(c1ccco1)N1CCN(C(=O)C2Cc3ccccc3CN2S(=O)(=O)c2ccc(F)cc2)CC1 (centres undefined)	1	0
Cc1[nH]c2c(ccc3ccccc32)c1C1C(CCN)C1(C)C (centres undefined)	-2	-2
CN1CCN(CCCCOc2ccc(F)cc2)CC1	-4	5
O=C(CSc1nnc2c(Cl)cc(Cl)cn12)NC1CCS(=O)(=O)C1 (centres undefined)	6	20
O=C(NCSc1ccncn1)c1ccccc1	0	-1
c1ccc2c(CNc3ccc(CNc4ncn[nH]4)cc3)cccc2c1	4	0
Cc1csc(SCC(=O)Nc2cccc3nsnc23)n1	-4	9
CCc1ccc(-c2cc(C(=O)Nc3ccc(S(=O)(=O)NC(C)=O)cc3)c3ccccc3n2)cc1	1	-2
COC(=O)c1nc(NC(=O)c2ccc(Cl)cc2)n[nH]1	2	-4
O=C(Nc1ccccc1N(C(=O)c1ccco1)S(=O)(=O)c1cccs1)c1ccco1	-6	-1
CCOC(=O)N1CCN(S(=O)(=O)c2ccc3c(c2)SC(C)C(=O)N3)CC1 (centres undefined)	-6	-10
CCOc1ccccc1C(=O)N(Cc1ccccc1)Cc1cc2cc3c(cc2[nH]c1=O)OCCO3	-4	0
CCOc1cc(NC(=S)Nc2cccc(OC)c2)c(OCC)cc1NC(=O)C(C)C	9	5
CN(C)S(=O)(=O)c1ccc(C(=O)NCc2cccs2)cc1	-2	-3
COc1ccc(S(=O)(=O)n2c(CCN3CCOCC3)nc3ccccc32)cc1	2	-10
COc1ccc(NC(=O)CN2CCN(c3nc(-c4cccc(OC)c4)cs3)CC2)cc1	8	-4
CCOc1ccc2c(c1)C(c1ccc(C)cc1)=NNC(c1ccc(C)cc1)=N2	67*	-6
CCCCOC(=O)n1c(=O)oc2cc(S(=O)(=O)N3CCCCC3)ccc21	-1	8
O=C(NCc1ccco1)c1ccccc1Br	1	-17
CCOC(=O)C1CCCN(c2cc(C)nc3cc(-c4ccc(F)cc4)nn23)C1 (centres undefined)	-1	-2
CC1(C)Cc2ccccc2C(=NCCCC(=O)O)N1	-6	2
CC(C)C(=O)Nc1ncc(C(F)(F)F)cc1Cl	-8	-1
CCOC(=O)C1=C(c2ccccc2)NC(=O)NC1c1ccc(OCC#N)c(OC)c1 (centres undefined)	-5	-17
COc1ccc(-c2sccc2C(C)C(=O)O)cc1 (centres undefined)	-3	-3
CS(=O)(=O)Nc1ccc(C(=O)NCCC2=CCCCC2)cc1	36	2
O=C(CSc1nnc(COc2ccccc2)o1)c1ccccc1	-11	0
O=S(=O)(NC1CCCCC1)c1ccc(-c2csnn2)s1	0	6
N#Cc1c(NC(=O)CN2CCN(S(=O)(=O)c3ccc4c(c3)OCCO4)CC2)sc2c1CCC2	-3	-16
CC1(C)CC(=O)c2c(noc2-c2ccccc2)C1	-16	-1
COCCCNC(=O)c1cc2c(s1)CS(=O)(=O)C2	-2	6
COCCNC(=O)c1ccc(NC(C)=O)cc1	1	-12
Cc1cc(C)c2c(-n3cccc3)n[nH]c2n1	-6	-2
Cc1noc(C)c1C(=O)NC(C)C1CCCO1 (centres undefined)	0	2
CCOC(=O)C1=C(CSc2nc(-c3ccncc3)ccc2C#N)OC(N)=C(C#N)C1c1cccnc1 (centres undefined)	13	-12
CNC(=O)n1ccc(C(=O)N2CCCCC2)n1	-3	5
Cc1onc(-c2ccccc2Cl)c1C(=O)Nc1cc(=O)n(C)c(=O)n1C	-6	-5
O=C(c1ccc(=O)[nH]c1)N(Cc1ccco1)C1(C(=O)NC2CCCC2)CCCCC1	-10	-2
CCOc1ccc(NC(C)c2cc(Cl)ccc2O)cc1 (centres undefined)	-7	10
CCOC(=O)c1[nH]c2ccc(OC)cc2c1NC(=O)CCN1CCN(Cc2ccccc2)CC1	3	1
COCC(=O)Nc1nnc(Cc2ccc(OC)c(OC)c2)s1	-3	-1
CC(OC(=O)c1cccs1)C(=O)NCc1ccc2c(c1)OCO2 (centres undefined)	6	-12
O=C(CCN1C(=O)C2C3C=CC(C3)C2C1=O)Nc1c(F)cc(F)cc1Br (centres undefined)	-12	2
CCCCN1C(=O)c2ccc(C(=O)Nc3cccnc3)cc2C1=O	-2	7
N#Cc1c(SCC(=O)Nc2nccs2)nc2c(c1-c1ccco1)CCCC2	-6	-2
Cc1nc2ccccc2n1CC(=O)N/N=C\C=C\c1ccccc1	-5	-4

# Entries of single compounds from above.
# Cc1nc2ccccc2n1CC(=O)N/N=C\C=C\c1ccccc1 as listed: esBAF inh: -5; RAD54 branch: -4
# N#Cc1c(SCC(=O)Nc2nccs2)nc2c(c1-c1ccco1)CCCC2 as listed: esBAF inh: -6; RAD54 branch: -2
# CCCCN1C(=O)c2ccc(C(=O)Nc3cccnc3)cc2C1=O as listed: esBAF inh: -2; RAD54 branch: 7

# Additional records follow.
Compound	esBAF inh	RAD54 branch
CCOC(=O)c1c(C)[nH]c(C(=O)CN2CC(C)OC(C)C2)c1C (centres undefined)	4	-12
Cc1cccc(C)c1NC(=O)C(=O)NCc1ccccn1	-2	-1
CCOC(=O)N1CCN(C(=O)c2cccc(OC)c2OC)CC1	3	12
CC(=O)c1cccc(N2C(=NC(=O)C(C)C)SC3CS(=O)(=O)CC32)c1 (centres undefined)	-5	1
Cc1ccc(-n2nnnc2SCC(N)=O)c(C)c1	-2	14
COc1cccc(C2C(C(=O)c3cc4ccccc4o3)=C(O)C(=O)N2CCN(C)C)c1OC (centres undefined)	4	3
CC(=O)Oc1ccc(C(=O)Cc2ccccn2)c(O)c1	1	2
O=C(CCNS(=O)(=O)c1ccc2c(c1)CCC(=O)N2)Nc1ccc2c(c1)OCCO2	39	6
COc1ccc(OC)c(C(=O)c2ccc(C(=O)O)cc2)c1	-3	-13
Nc1nc(CSc2nc3ccccc3[nH]2)nc(N2CCOCC2)n1	-3	-1
O=c1c(-c2cnn(-c3ccccc3)c2)coc2cc(O)ccc12	105*	-5
O=C(COC(=O)c1n[nH]c2ccccc12)NC(=O)NCc1ccco1	-2	5
CCCCOC(=O)Cn1c(=N)n(CCC)c2ccccc21	1	3
C#CC(C)(CC)NC(=O)c1cc(OC)c(OC)c(OC)c1 (centres undefined)	-4	2
COc1ccccc1C(=O)Nc1nc(-c2ccc(S(=O)(=O)N3CCOCC3)cc2)cs1	-26	-5
O=C1c2cccc3cc(Br)cc(c23)C(=O)N1Nc1ccccc1	1	7
CSc1nc(NCc2ccccc2)c2c3c(sc2n1)CN(C)CC3	8	25
Cc1nc2ccc(S(=O)(=O)NCC(=O)NCCN3CCCCCC3)cc2s1	-2	-6
Cc1ccc(O)c(NC(=O)c2cccc(NC(=O)c3ccco3)c2)c1	27	1
CC(=O)Nc1ccc(S(=O)(=O)CCC#N)cc1	-1	-6
CCCSc1nc(C)cc(=O)[nH]1	-6	-5
CCN(CC)S(=O)(=O)c1cccc(C(=O)OCc2cc(=O)n3nc(C)sc3n2)c1	2	-7
CCCc1nc2ccccc2[nH]1	4	1
CCC(c1nnnn1Cc1ccco1)N(Cc1cc2cc(C)cc(C)c2[nH]c1=O)CC1CCCO1 (centres undefined)	-8	-15
COc1ccc2cc(S(=O)(=O)N3CCOCC3)ccc2c1	-8	-7
CC(=O)Nc1cccc(NC(=O)c2ccco2)c1	-4	-12
Cc1ccc2c(c1)N(CC(=O)NCc1ccco1)C(=O)CO2	2	-8
O=C(NC1CC2CCC1C2)C1COc2ccccc2O1 (centres undefined)	17	-6
COc1ccc(C(O)P(=O)(O)CCc2ccccc2)cc1 (centres undefined)	-6	-2
O=C(Nc1cccc2nsnc12)c1ccc2c(c1)OCCO2	40	0
COc1ccccc1-n1c(=S)sc2c(=O)n(Cc3ccco3)c(SC)nc21	-3	-2
O=C(NS(=O)(=O)c1ccccc1)c1ccccc1	3	-12

# Further structures:
Molecule	esBAF inh	RAD54 branch
CCCn1c(SCC(=O)Nc2cc(C)on2)nc2c1c(=O)n(C)c(=O)n2C	2	4
CC(=O)Nc1cc(NC(C)=O)c2nc(N)sc2c1	-1	11
C/C(=N/NC(=O)c1cc(C2CC2)[nH]n1)c1cccs1	-54	-8
CCOc1ccc(/C=N/n2c(SC)nnc2-c2ccccc2)cc1OCC	-4	4
Cc1ccc(N2C(=O)N(CC(=O)N(C)Cc3ccccc3)C(=O)C2C)cc1 (centres undefined)	-6	-1
COc1cccc(Cn2c(Oc3ccccc3)nc3c2c(=O)n(C)c(=O)n3C)c1	20	-8
COc1ccc(NC(=O)COC(=O)Cn2c(C)nc3ccccc32)cc1OC	-1	1
C=CCn1cnc2c(c1=O)c1nc3ccccc3nc1n2/N=C/c1ccccn1	0	3
NS(=O)(=O)c1ccc(CNC(=O)/C=C/c2ccccc2)cc1	-14	-5
O=C(Nc1ccc(OCC(=O)N2CCN(S(=O)(=O)c3ccccc3)CC2)cc1)c1ccco1	-3	-15
COc1ccc2oc(-c3ccc(C)c(NC(=O)c4ccc(N5CCOCC5)c([N+](=O)[O-])c4)c3)nc2c1	4	0
O=C1c2ccccc2-c2nnc(-c3ccccc3)cc21	5	-26
CCCNC(=O)COC(=O)c1cc(SC)ccc1Cl	6	-9
COCCCN1CC23C=CC(O2)C(C(=O)OC)C3C1=O (centres undefined)	-3	-3
COc1ccc(NC(=O)COC(=O)C23CCC(=O)N2c2ccccc2S3)cc1 (centres undefined)	-2	-3
CCCOc1ccc(N2C(=O)CC(N(O)c3ccccc3)C2=O)cc1 (centres undefined)	15	1
Cn1c(SCc2nc3ccccc3c(=O)[nH]2)nnc1-c1ccco1	-3	-3
CCCn1c(=O)[nH]c2ccccc21	-13	-7
C=CCNC(=S)N1CCN(c2ncc3c(=O)c(C(=O)O)cn(CC)c3n2)CC1	-9	-1
Cc1ccccc1NC(=O)Cn1nc(C(F)(F)F)cc1C1CC1	12	6
Cc1nn(Cc2ccccc2Cl)c(C)c1NC(=O)CCCn1nc(C)c([N+](=O)[O-])c1C	5	1
COCC(C)n1c(C)cc(C(=O)COc2ccc(S(=O)(=O)N3CCOCC3)cc2Cl)c1C (centres undefined)	8	-4
COc1cccc(-n2nnc3c(=O)n(Cc4ccc(F)cc4)cnc32)c1	-7	2
O=C(CSc1nc2c(sc3ccccc32)c(=O)n1CCO)NCc1ccco1	2	11
CCC(C)(C)n1nnnc1C(c1ccc(OC)c(OC)c1)N1CCN(c2ccc(F)cc2)CC1 (centres undefined)	-11	-4
COc1cccc(C(=O)NNC(=O)C2CC(C)=C(C)CC2C(=O)O)c1 (centres undefined)	13	-3
CCOC(=O)CNC(=O)c1ccc2c(c1)OCCO2	33	-5
CCCOC(=O)CCn1c(=S)oc2ccccc21	2	12
COc1cc(Br)cc2cc(C(=O)OC3CCN(C)CC3)c(=O)oc12	3	26
CCc1ccc(CCC(=O)Nc2ccc(C)cc2C)o1	0	-10

# Continued; the last five above are carried over.
Molecule	esBAF inh	RAD54 branch
COc1cccc(C(=O)NNC(=O)C2CC(C)=C(C)CC2C(=O)O)c1 (centres undefined)	13	-3
CCOC(=O)CNC(=O)c1ccc2c(c1)OCCO2	33	-5
CCCOC(=O)CCn1c(=S)oc2ccccc21	2	12
COc1cc(Br)cc2cc(C(=O)OC3CCN(C)CC3)c(=O)oc12	3	26
CCc1ccc(CCC(=O)Nc2ccc(C)cc2C)o1	0	-10
CCOC(=O)NCN1C(=O)C2C3C=CC(C3)C2C1=O (centres undefined)	-9	-6
[O-]/C(=C(\C(=S)NCc1ccco1)[n+]1ccccc1)c1ccccc1Br	-6	5
CCOC(=O)CSC1=Nc2ccccc2C2=NC(CC(=O)NCc3ccc4c(c3)OCO4)C(=O)N12 (centres undefined)	10	4
CCOC(=O)C1C2C=CC3(CN(c4ccccc4CC)C(=O)C13)O2 (centres undefined)	-9	3
Cc1c(NC(=O)C2(c3ccc(Cl)cc3)CCCC2)c(=O)n(-c2ccccc2)n1C	3	3
CN(Cc1ccccc1)c1nc2c(c(=O)[nH]c(=O)n2C)n1CCSc1nc2ccccc2[nH]1	6	-6
CSc1nc2ccccc2cc1/C=C(\C#N)c1cccc(C)c1	-18	-2
Cc1cccc(S(=O)(=O)c2c(N)n(/N=C/c3ccco3)c3nc4ccccc4nc23)c1	1	-9
CCOC(=O)C1=C(N)N2C(=O)CSC2=C(C(=O)OC)C1	-2	1
Cc1cc(C)cc(NC(=S)NCC2CCCO2)c1 (centres undefined)	2	0
CNC(=S)N1N=C(c2ccc(C)cc2)CC1c1ccc(OC)cc1 (centres undefined)	-7	2
CCc1ccc(C(=O)COc2ccc(NC(C)=O)cc2)cc1	-5	-1
Cc1ccc(/C=C/c2nnc(-c3ccc(C)cc3)o2)cc1	12	-7
CC(=O)Nc1cccc(-c2cnc3ccccc3n2)c1	72*	5
COCC(=O)Nc1cc(OC)cc(OC)c1	0	-1
c1ccc(Nc2c3c(nc4ncnn24)CCC3)cc1	-6	8
Cc1c(Cl)cccc1Nc1nc(N)nc(CN2CCCCCC2)n1	-2	-5
C=CCc1cccc(CNc2nc3ccccc3n2C(C)C)c1O	-14	3
O=C(O)Cn1nnnc1SCC(=O)Nc1ccc(OC(F)(F)F)cc1	-5	-1
